PLK1 kinase inh – inhibitors of human PLK1 kinase; recombinant PLK1 kinase, TR-FRET peptide phosphorylation; 97,000 tested, 0.53% active; inhibition, % at 10 µM; P53350; AID 619;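 active = inhibition of 50% or more in the single-concentration screen; inactive = inhibition below 50%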;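 also: 0% = DMSO max control and 100% = H-89 dihydrochloride min control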
ERa coact inh – blocks coactivator binding to human estrogen receptor alpha; P03372; TR-FRET ER-alpha LBD / SRC-1 peptide, estradiol-bound; inhibition, % at 25.6 µM; 86,000 tested, 1.7% active; AID 629; in the data active = inhibition above about 50%;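 also: 0% = receptor plus peptide control and 100% = peptide only without receptor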
ERb coact inh – ER-beta (human) coactivator binding inhibition; Q92731; TR-FRET ER-beta LBD / SRC1-Cy5 peptide binding; receptor agonist-loaded with 1 µM estradiol; inhibition, % at 25.6 µM; 86,000 tested, 1.3% active; AID 633;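 active = compounds whose percent inhibition of the receptor-coactivator binding signal exceeds about 50% in the single-dose screen, limit read from the data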;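 also: 0% = receptor plus peptide wells without compound and 100% = peptide-only wells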
Target sequence (Q92731 whole entry, looked up, the tested form may be a part): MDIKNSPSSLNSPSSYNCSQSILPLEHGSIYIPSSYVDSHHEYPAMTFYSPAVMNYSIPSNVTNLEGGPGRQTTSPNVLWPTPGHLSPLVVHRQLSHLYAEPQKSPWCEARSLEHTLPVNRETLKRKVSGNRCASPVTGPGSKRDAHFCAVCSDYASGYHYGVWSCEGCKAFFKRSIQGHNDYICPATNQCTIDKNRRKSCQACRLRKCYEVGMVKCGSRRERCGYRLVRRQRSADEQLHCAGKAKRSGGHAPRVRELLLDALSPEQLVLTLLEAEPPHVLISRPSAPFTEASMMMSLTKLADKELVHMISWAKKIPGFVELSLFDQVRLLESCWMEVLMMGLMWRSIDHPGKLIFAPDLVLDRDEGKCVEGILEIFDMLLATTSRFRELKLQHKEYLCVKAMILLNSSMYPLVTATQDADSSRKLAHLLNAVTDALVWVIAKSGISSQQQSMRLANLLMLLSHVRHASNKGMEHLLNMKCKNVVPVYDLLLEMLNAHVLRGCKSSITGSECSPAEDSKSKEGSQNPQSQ
Plk1 PBD FP – inhibitors of human Plk1 polo box domain binding; Plk1 PBD phosphopeptide binding, fluorescence polarization; inhibition, %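 (tested at about 20 µM)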; 97,000 tested, 0.13% active; AID 693; in the data active = inhibition above about 34%, passing the limit was not always enough
CD11b adhes enh – enhancers of human CD11b/CD18 binding to fibrinogen. 93,000 tested, 0.07% active. P05107+P11215. K562 CD11b/CD18 adhesion to fibrinogen, ATPlite luminescence. activation, % at 10 µM;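 active = 10 µM primary screen giving 50% or more activity, confirmed by 40% or more on retest at that dose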; also: strong numbers were not always called active
Rev-RRE block – HIV Rev-RRE protein-RNA interaction inhibition; Rev peptide-RRE RNA binding, FRET; 97,000 tested, 0.79% active; AID 704; P05866; inhibition, % at 8 µM;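 active = inhibition above the screen-wide mean plus 3 SD, cut at about 35% in these data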;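 also: 0% = median DMSO wells and 100% = median Neomycin B control wells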
Target sequence (P05866 whole entry, looked up): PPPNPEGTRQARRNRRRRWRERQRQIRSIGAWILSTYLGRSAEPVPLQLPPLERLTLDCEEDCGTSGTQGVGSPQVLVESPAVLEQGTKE
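System: Cy5-labelled duplex RRE RNA binding fluorescein-labelled HIV Rev peptide; Signal: fluorescein-to-Cy5 FRET, 480 nm excitation; Also added: labelled Rev peptide; Compound: one concentration, 8 µM nominal; Buffer or medium: HEPES pH 7.5 salt buffer with EDTA; Read-out: % inhibition of FRET ratio versus controls; Schedule: 5 min preincubation and 15 min binding, 25 °C.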
ERa SRC1 pot – ER-alpha (human) coactivator binding potentiation. P03372. TR-FRET ERalpha-LBD/SRC-Cy5 coactivator binding, 2 h; 100 = basal binding, no effect. coactivator binding (% of control), % at 25.6 µM. 86,000 tested, 1.3% active. AID 639; in the data active = activity above about 200%;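 also: binding measured in presence of low estradiol as agonist stimulus; 0% = peptide alone without receptor and 100% = receptor with peptide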
FAK inh – FAK (human) kinase inhibition | Q05397 | biochemical FAK kinase activity assay | inhibition, %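 (tested at 7 µM)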 | 97,000 tested, 0.84% active | AID 727; in the data active = inhibition above about 19%;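 also: 0% = DMSO and 100% = reference compound high control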
CD11b adhes inh – blocks human CD11b/CD18 adhesion to fibrinogen. P05107+P11215. K562 CD11b/CD18 adhesion to fibrinogen, ATPlite luminescence; Mn2+ added to activate the integrin. inhibition, % at 10 µM. 93,000 tested, 0.54% active. AID 1497;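 active = primary inhibition of 50% or more at 10 µM, then 40% or more on retest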; also: some results filed as inactive read as strong as hits
Numbers without * were called inactive; / = no result given; [ ] = dose if it differs, or a comment.

Every second line gives: PLK1 kinase inh	ERa coact inh	ERb coact inh	Plk1 PBD FP	CD11b adhes enh	Rev-RRE block	ERa SRC1 pot	FAK inh	CD11b adhes inh
CCCC(C)c1nnc(NC(=O)CS(=O)(=O)Cc2ccccc2)s1 (stereo not drawn)
→ 4	0	-1	6	4	1	47	-4	10
O=C(Nc1ccc2nc(-c3ccc(Br)o3)[nH]c2c1)c1cccs1
→ -7	20[fluorescence artefact?]	39	3	2	3	62[fluorescence artefact?]	-1	-16
C=CCN(c1ccc(C(=O)NCCc2ccccc2)cc1)S(C)(=O)=O
→ 1	-2	-6	1	0	4	115	-3	25
O=C(NCCN1CCCC1)c1ccc2c(=O)n(CCc3ccccc3)c(=O)[nH]c2c1
→ -1	12[fluorescence artefact?]	22[fluorescence artefact?]	-25	1	3	93	2	-3
COc1ccc2[nH]c(=O)c(CN(CCc3cccc(C)c3)C(C)=O)cc2c1
→ -5	/	/	18	5	6	/	0	1
COc1ccc(OC)c(NC(=O)[C@H]2CC=CC[C@H]2C(=O)O)c1
→ -6	/	/	-36	/	3	/	0	/
CC(=O)c1cc(-c2ccccc2)n(CC(=O)NCc2cccs2)c1C
→ -8	-8	0	-14	0	2	120	1	2
CC(C)CCOCc1nc2sc3c(c2c(=O)[nH]1)CCC(C)C3 (stereo not drawn)
→ 0	/	/	-16	-6	10	/	0	0
CC(=O)OC1CC(C)(C)N(OC(=O)c2ccccc2)C(C)(C)C1
→ /	-5	-3	/	-5	/	103	/	3
COc1cc(OC)cc(C(=O)N2CCN(S(C)(=O)=O)CC2)c1
→ -5	-4	19	-10	-10	3	103	0	-3
Cc1noc(C)c1C(=O)OCC(=O)Nc1ccccc1C(=O)NC(C)c1ccccc1 (stereo not drawn)
→ -10	-1	1	1	/	12	105	0	/
CCOc1ccc(C(C)=O)cc1CSc1nnc(-c2ccoc2C)n1N
→ -13	19	12	26	4	3	98	7	-11
Cc1ccccc1S(=O)(=O)Cc1ccc(C(=O)NCc2cccs2)o1
→ -17	-4	-20	-10	-5	5	100	1	-2
COc1ccc(CC(=O)OCC(=O)NC(=O)NC23CC4CC(CC(C4)C2)C3)cc1
→ -4	/	/	-4	2	7	/	0	-14
Cc1ccc(CC2S/C(=C(/C#N)C(=O)NCc3ccco3)N(c3ccccc3)C2=O)cc1 (stereo not drawn)
→ -12	9	5[fluorescence artefact?]	12	-7	21	119[fluorescence artefact?]	-3	-9
Cn1c(=O)cc(OCCCC(=O)Nc2cccnc2)c2ccccc21
→ 0	-8	-13[fluorescence artefact?]	-30	11	0	106	-7	-9
Cc1ccc(Nc2nc(N)nc(CSc3nccn3C)n2)c(C)c1
→ -9	-3	-25[fluorescence artefact?]	-8	3	1	107	1	-4
CCOC(=O)C1C2C=CC3(CN(C4CCCC4)C(=O)C13)O2 (stereo not drawn)
→ /	-10	-8	/	-4	/	126	/	7
CC(C)n1c(=O)c2c(O)cc(=O)oc2c2ccccc21
→ -3	/	/	-9	/	27	/	3	/
CCN(c1cccc(C)c1)S(=O)(=O)c1cccc2nsnc12
→ /	4	9	/	4	/	83[fluorescence artefact?]	/	19
CCCCCCCCC(=O)Nc1cc(C)ccc1OC
→ -8	-7	-12	28	/	10	111	0	/
Cc1ccc(NC(=O)c2c(C(F)(F)F)nn(C)c2Cl)cc1C
→ -7	/	/	13	/	0	/	1	/
O=C(Nc1cc(Cl)ccc1Oc1ccccc1)c1cnccn1
→ -5	3[fluorescence artefact?]	3[fluorescence artefact?]	-2	1	9	105	0	-14
Cc1ccoc1C(=O)Nc1ccc(CC(=O)O)cc1
→ -15	-2	6	-4	-4	9	93	-1	-8
CCOC(=O)n1c(=O)n(Cc2ccccc2Cl)c2ccccc21
→ -17	/	/	-28	/	13	/	2	/
CCOc1ccc(S(=O)(=O)NCCC(=O)NCc2ccco2)cc1
→ -12	/	/	-6	-1	7	/	0	-9
O=C(CSc1nnnn1C1CCCCC1)NCc1ccco1
→ -8	1[fluorescence artefact?]	2[fluorescence artefact?]	27	-5	5	125[fluorescence artefact?]	-7	-18
COCCCNC(=O)Cn1ncc2ccsc2c1=O
→ 7	-3	-3	0	-9	6	102	-4	-1
CCN(CC)S(=O)(=O)c1ccc2c(c1)c(=O)c(C(=O)NCCCN(C)c1ccccc1)cn2C
→ /	-82	-2[fluorescence artefact?]	/	6	/	119[fluorescence artefact?]	/	11
CCCCCCNCc1cccc(Br)c1
→ -9	/	/	14	/	-2	/	-8	/
CCCCOC(=O)c1ccc(-c2ccc(/C=N/NC(=S)NCC)o2)cc1
→ -13	/	/	10	3	3	/	0	-3
Cc1cccc(NC(=S)NN(Cc2ccccc2)c2ccccc2)c1C
→ -4	/	/	-9	-4	-2	/	-1	1
CN(C(=O)c1ccccn1)c1nnc(-c2cnccn2)s1
→ -8	4	0	-11	8	6	109	2	16
COC(=O)CCC(=O)Nc1cccc2ccccc12
→ -5	-13	-15[fluorescence artefact?]	-18	/	8	110	-1	/
CC(C)CC(NC(=O)C1CCC(C)CC1)C(=O)N1CCN(c2ccccn2)CC1 (stereo not drawn)
→ 1	-8	-9	-15	9	8	128	8	-10
CC1CCC(NC(=O)C2CCC(CNS(=O)(=O)c3cccc4nsnc34)CC2)CC1 (stereo not drawn)
→ -1	5	3	26	-1	-3	118	2	-8
O=c1c(C(c2ccccc2)c2c(O)sc3ccccc3c2=O)c(O)sc2ccccc12
→ -20	81*[fluorescence artefact?]	29	31	-6	6	119[fluorescence artefact?]	6	92*
Cc1cc(C)nc(-n2nc(C)c3c(C(F)(F)F)cc(=O)[nH]c32)n1
→ -6	-5	-6	-1	3	5	105	0	-1
Cc1cc(C)n(-c2ccc(C(=O)OC(C)C)cc2)n1
→ -11	/	/	12	-8	-3	/	-5	-4
CC(/C=C/c1ccc(O)cc1)=N/O
→ 29	-6[fluorescence artefact?]	-14[fluorescence artefact?]	2	/	5	99[fluorescence artefact?]	8	/

The closing three entries of the part above lead into the next:
Every second line gives: PLK1 kinase inh	ERa coact inh	ERb coact inh	Plk1 PBD FP	CD11b adhes enh	Rev-RRE block	ERa SRC1 pot	FAK inh	CD11b adhes inh
Cc1cc(C)nc(-n2nc(C)c3c(C(F)(F)F)cc(=O)[nH]c32)n1
→ -6	-5	-6	-1	3	5	105	0	-1
Cc1cc(C)n(-c2ccc(C(=O)OC(C)C)cc2)n1
→ -11	/	/	12	-8	-3	/	-5	-4
CC(/C=C/c1ccc(O)cc1)=N/O
→ 29	-6[fluorescence artefact?]	-14[fluorescence artefact?]	2	/	5	99[fluorescence artefact?]	8	/
Cc1cc(/C=C2\SC(N)=NC2=O)c(C)n1-c1ccccc1
→ 0	10	5	5	6	14	155	0	-6
CCN1CCN(c2ccc(NC(=O)c3cccnc3)cc2Cl)CC1
→ /	6	18	/	2	/	119[fluorescence artefact?]	/	12
COc1ccc(S(=O)(=O)Cc2ccc(C(=O)NC3CC3)o2)cc1
→ -1	1	-9[fluorescence artefact?]	27	-10	5	116	1	-16
Cc1ccc(C(=O)Nc2ccc3c(c2)OCCO3)o1
→ 2	-5	0	6	-5	8	106[fluorescence artefact?]	0	9
COC(=O)c1c(C(=O)OC)c(-c2ccc(C)cc2)n2c1CS(=O)C2 (stereo not drawn)
→ -14	1[fluorescence artefact?]	-1[fluorescence artefact?]	22	-4	3	116	0	-5
CCNC(=S)NS(=O)(=O)c1ccccc1
→ -7	/	/	-28	1	2	/	0	14
O=C(Oc1cccc(NC(=O)c2ccco2)c1)c1ccc(Br)c(S(=O)(=O)N2CCCCC2)c1
→ -3	-2	8	-31	9	10	92	0	8
COc1ccc(-c2ccc(=O)n(CC(=O)Nc3cccc(O)c3)n2)cc1OC
→ -11	33	45[fluorescence artefact?]	18	/	8	72	-5	/
Cc1ccc(NC(=O)c2cc(S(=O)(=O)N3CCC4(CC3)OCCO4)ccc2F)cc1
→ 2	-2	-6[fluorescence artefact?]	-20	1	9	107	-1	2
COc1ccc(CNC(=O)C2CCN(S(=O)(=O)c3ccc(-c4nn[nH]n4)cc3)CC2)cc1
→ -16	2	0	-18	8	6	123	2	-3
CCCNCCC(c1ccco1)c1ccccc1OC (stereo not drawn)
→ -3	-2	0[fluorescence artefact?]	-18	/	3	98	2	/
COC(=O)c1ccc(C(C(=O)NC2CCCCC2)N(C(=O)Cc2cccs2)C2CC2)cc1 (stereo not drawn)
→ -5	/	/	14	/	4	/	-2	/
CCOC(=O)c1ccc(NC(=O)CCNS(=O)(=O)c2ccc3c(c2)oc(=O)n3C)cc1
→ /	14	1	/	0	/	116	/	-15
O=C(CNC(=O)c1ccco1)OCc1ccc(C(=O)Oc2ccccc2)cc1
→ -17	-18	-5	-8	-1	10	108	3	4
CCOC(=O)c1[nH]c(C)c(C(=O)Nc2ccc(C)c(Cl)c2)c1C
→ -3	2	17	2	/	10	113	4	/
O=C(C1CCC1)N1CCc2cc(S(=O)(=O)NCc3ccccn3)ccc21
→ -1	-3	-1	12	-3	7	117	-3	7
CCCCc1c(O)nc(SCC(=O)N2CCOCC2)[nH]c1=O
→ -10	2	1	-16	1	10	104	-5	-30
CCC(C)Sc1nnc(CSc2nc3nc(C)cc(C)n3n2)o1 (stereo not drawn)
→ -6	/	/	16	1	0	/	1	13
CC(C)(C)NC(=O)Cn1c(-c2nonc2N)nc2ccccc21
→ -9	1	-12	25	-2	11	95	1	-3
C=CCOc1nc2c(c(=O)n(C)c(=O)n2C)n1Cc1ccccc1Cl
→ -6	-11	-14	-1	/	14	92	0	/
N#CCCN1CCn2c1nc1ccccc12
→ -5	-10	-9	-39	-1	2	200*	1	-16
Cc1ccc(Nc2ncc3c(n2)CC(c2ccco2)CC3=O)c(C)c1 (stereo not drawn)
→ 8	/	/	0	-3	5	/	5	11
COc1ccc(Br)cc1CNc1ccc(O)cc1
→ -10	13	31[fluorescence artefact?]	-6	2	-3	69[fluorescence artefact?]	47*	43
CCCCC(c1nnnn1CCOC)N1CCN(CC)CC1 (stereo not drawn)
→ -10	-1	0	-2	/	6	114	-2	/
CCCn1c(/N=C/c2ccc3c(c2)OCO3)nc2ccccc21
→ -7	6	0	18	3	11	90	2	-16
CCN1CCN(C(c2ccccc2)c2nnnn2CCc2ccc(OC)c(OC)c2)CC1 (stereo not drawn)
→ -5	-40	-32	-25	1	-5	101	0	2
O=S(=O)(Cc1ccccc1)N1CCc2ccccc2C1
→ -9	3	-16	-9	3	2	112	0	8
CCOc1ccc(/C(=N\O)C(C)NO)cc1 (stereo not drawn)
→ -5	-1	-1	25	-1	7	97	-3	6
Cc1ccc(NCc2nnc(SCC(N)=O)n2CCc2ccccc2)cc1
→ -7	-1	0	13	-1	0	101	0	5
O=c1[nH]nc(Sc2ncnc3sccc23)n1CCc1ccccc1
→ 10	-7	1	-21	-4	1	97	1	1
COc1ccc(OC)c(NS(=O)(=O)c2ccc(Cl)s2)c1
→ -9	/	/	-11	/	10	/	3	/
CC(=O)NC(CCS(C)(=O)=O)C(=O)Nc1cc(C)ccc1C (stereo not drawn)
→ /	-12[fluorescence artefact?]	-4	/	-1	/	127	/	-41
CC1CN(CC(=O)c2c(N)n(Cc3ccccc3)c(=O)n(C)c2=O)CC(C)O1 (stereo not drawn)
→ -7	-5	-4	15	-3	-1	99	-2	-6
C=CCC(C#Cc1ccccc1)[N+](C)(C)CC=C (stereo not drawn)
→ -13	17	15	-4	17	7	93	13	-1

Source: PubChem BioAssay (several laboratories)
